# M1 ag parental = M1 agonist counterscreen hit in parental CHO-K1 cells; Fluo-8 calcium fluorescence; scaled to maximal ATP response, vehicle zero; activation, % at 3 µM; 360,000 tested, 0.48% active; AID 602248; in the data active means activation above about 15%;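 further: untransfected CHO-K1 host cells lacking M1 receptor as counterscreen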
# V1R ag counter = counter-screen for oxytocin receptor agonists: human V1a receptor agonists; P37288; CHO-V1R cells, Fluo-8 calcium fluorescence, agonist mode; 0% DMSO, 100% 3 nM vasopressin; activation, % at 3 µM; 320,000 tested, 0.25% active; AID 2797;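 active means activation above the mean activation of all tested compounds plus 3 SD, per screening run, cut at about 20% in these data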;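 further: signal is peak over basal fluorescence ratio across a 100 second FLIPR read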
# OXTR potentiator = human OXTR potentiation | activation, % at 3 µM | CHO-OTR cells, Fluo-8 calcium fluorescence, potentiator mode; 0% = oxytocin EC15, 100% = EC100 | 320,000 tested, 0.061% active;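 active means activation above that plate's cutoff, the mean activation of tested compounds plus 3 SD, cut at about 6.6% in these data, passing the limit was not always enough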;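 further: 100% uses oxytocin at 75 nM as the full agonist control; some results filed as inactive read as strong as hits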
# Target sequence (P30559 whole entry, looked up): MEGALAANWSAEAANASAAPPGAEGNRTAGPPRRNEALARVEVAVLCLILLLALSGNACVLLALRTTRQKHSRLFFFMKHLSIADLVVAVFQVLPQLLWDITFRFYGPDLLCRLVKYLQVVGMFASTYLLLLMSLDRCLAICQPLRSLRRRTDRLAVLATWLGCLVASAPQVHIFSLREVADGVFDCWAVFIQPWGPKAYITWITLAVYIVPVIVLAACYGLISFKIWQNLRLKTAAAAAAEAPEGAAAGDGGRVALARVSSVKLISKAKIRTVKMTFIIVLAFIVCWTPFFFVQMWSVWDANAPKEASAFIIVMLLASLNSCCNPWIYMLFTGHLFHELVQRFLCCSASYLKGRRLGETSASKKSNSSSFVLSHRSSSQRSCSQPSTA
#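 test system = CHO-OTR cells, human receptor | compound = single-point 3.0 µM | schedule = 6 min compound pre-incubation at room temperature, 100 s kinetic read | signal = Fluo-8 no-wash calcium dye fluorescence, excitation 470-495 nm, emission 515-575 nm | repeats = single well per compound, singlicate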
# OXTR ag = activates the human oxytocin receptor; activation, % at 3 µM; CHO-OTR cells, Fluo-8 calcium fluorescence; normalized: DMSO 0%, oxytocin 100%; 320,000 tested, 0.32% active; AID 2435; P30559;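 active means activation above the mean of all tested compounds plus 3 SD, cutoff set per screening run, cut at about 20% in these data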;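 further: peak over basal fluorescence ratio from a 100 s FLIPR kinetic read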
# GPR7 antagonist = blocks human GPR7 receptor signaling; GPR7-expressing cells, fluorescence antagonist assay; AID 1861; 290,000 tested, 1.1% active; inhibition, % at 4.4 µM; P48145; in the data active means inhibition above about 16%, passing the limit was not always enough;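 further: cells stimulated with the agonist NPW; 0% = agonist with vehicle and 100% = vehicle without agonist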
# Target sequence (P48145 whole entry, looked up): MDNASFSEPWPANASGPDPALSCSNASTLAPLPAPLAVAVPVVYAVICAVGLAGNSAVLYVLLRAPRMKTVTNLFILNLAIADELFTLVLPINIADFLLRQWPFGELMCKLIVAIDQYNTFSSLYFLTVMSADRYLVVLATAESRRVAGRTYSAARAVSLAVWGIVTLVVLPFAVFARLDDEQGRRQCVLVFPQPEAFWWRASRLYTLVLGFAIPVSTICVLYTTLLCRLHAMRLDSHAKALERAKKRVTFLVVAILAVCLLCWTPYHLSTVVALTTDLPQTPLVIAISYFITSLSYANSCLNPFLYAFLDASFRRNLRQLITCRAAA
# CHO-K1 Ca antag = nonselective inhibitor or artifact in parental CHO-K1 cells. ATP-induced calcium, Fluo-8 fluorescence. inhibition, % at 3 µM. 360,000 tested, 0.6% active. AID 602250;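 active means inhibition above a per-plate cutoff, the plate's mean sample inhibition plus 3 SD, cut at about 24% in these data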;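 further: 0% = DMSO plus EC80 ATP and 100% = DMSO alone without ATP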
# M1 PAM parental = nonselective activator or artifact in parental CHO-K1 calcium assay | ATP EC20, Fluo-8 calcium fluorescence; 0% at ATP EC20, 100% at ATP max | AID 602247 | 360,000 tested, 0.02% active | activation, % at 3 µM;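 active means activation above the run cutoff, the mean activation of all test compounds plus 3 SD, cut at about 40% in these data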;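 further: peak over basal fluorescence ratio in a 140 s read after ATP addition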
# CHO parental Ca = signal in parental CHO cells, OX1R antagonist counter-screen; AID 463079; inhibition, % at 5.6 µM; 330,000 tested, 0.63% active; parental CHO-K1, ATP-induced calcium, Fluo-8 fluorescence;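 active means inhibition above that plate's mean sample inhibition plus 3 SD, cut at about 26% in these data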;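 further: 0% = ATP-challenged DMSO wells and 100% = DMSO wells without ATP; some compounds past the cut are filed as inactive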
#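 Measured by: calcium-sensitive Fluo-8 fluorescence / Test system: CHO parental line / Controls: ATP-challenged DMSO wells low, unchallenged DMSO wells high / Measure: % inhibition / Compound: single nominal dose of 5.6 µM per compound / Replicates: single well per compound, no replicates / Reagent: ATP as calcium-mobilizing challenge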
# TAAR1 antag = antagonists of human TAAR1. AID 624466. CHO RD-HGA16 TAAR1, Fluo-8 calcium fluorescence, antagonist. 360,000 tested, 1.5% active. Q96RJ0. inhibition, % at 3 µM;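 active means inhibition above a per-plate cutoff, the mean inhibition of test compounds on that plate plus 3 SD, cut at about 49% in these data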;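 further: 0% = DMSO plus EC80 beta-PEA response and 100% = DMSO alone without agonist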
# Target sequence (Q96RJ0 whole entry, looked up): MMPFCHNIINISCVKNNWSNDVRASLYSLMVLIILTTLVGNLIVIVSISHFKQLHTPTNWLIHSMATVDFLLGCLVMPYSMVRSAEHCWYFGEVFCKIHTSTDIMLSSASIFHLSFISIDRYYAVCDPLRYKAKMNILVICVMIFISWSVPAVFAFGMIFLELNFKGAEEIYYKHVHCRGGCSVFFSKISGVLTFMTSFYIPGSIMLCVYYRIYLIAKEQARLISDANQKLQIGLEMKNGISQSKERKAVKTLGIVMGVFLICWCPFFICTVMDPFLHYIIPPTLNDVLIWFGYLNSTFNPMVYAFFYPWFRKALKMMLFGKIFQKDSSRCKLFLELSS
#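 test system = CHO RD-HGA16 cells bearing hTAAR1 | replication = singlicate | controls = DMSO-only wells and EC80 β-PEA-stimulated wells | reagent = EC80 β-phenethylamine stimulus | read-out basis = percent inhibition of PEA-evoked calcium signal, max/basal emission ratio | schedule = seeding 17-24 h prior, 75-min 37 °C, 30-min RT dye loading | signal = kinetic Fluo-8 calcium fluorescence measurement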
# An asterisk follows results filed as active; . = no result given.
SMILES,M1 ag parental,V1R ag counter,OXTR potentiator,OXTR ag,GPR7 antagonist,CHO-K1 Ca antag,M1 PAM parental,CHO parental Ca,TAAR1 antag
COc1ccc(OCCCN2CCCCCC2)cc1,0.2,-1.2,-8,-0.9,5,0,-7,-9,15
COc1cc(/C=C2/SC(=O)N(Cc3ccccc3Cl)C2=O)ccc1OCc1ccncc1,0.2,0.5,-15,0.5,10,-18,12,-16,3
C/C(CC(=O)N1CCN(C=O)CC1)=N\NC(=O)c1ccc(Cl)cc1,-0.3,1.4,-9,-0.3,-8,1,-9,-2,-8
O=C(Cc1ccc(Br)cc1)Nc1cccc(S(=O)(=O)N2CCCCC2)c1,8.9,.,.,.,.,-15,12,.,-19
CC(NC(=O)COC(=O)c1ccccc1O)C1CC2CCC1C2 (stereo not drawn),0.3,-0.5,-1,-0.3,.,-4,3,-13,6
O=C(Nc1ccc(Cl)c(Cl)c1)c1ccc(Cl)c(Cl)c1,7.8,1.9,-15,6.9,14,16,-22,59*,37
O=C(O[C@@H]1OC2COC(=O)c3cc(O)c(O)c(O)c3-c3c(cc(O)c(O)c3O)C(=O)O[C@@H]([C@H]1O)[C@@H]2O)c1cc(O)c(O)c(O)c1,-0.6,0.8,-9,0.1,-1,3,-13,-7,.
CCOc1ccc(S(=O)(=O)Nc2ccccc2C(=O)NCC2CCCO2)cc1 (stereo not drawn),0.8,1.9,3,0.8,-3,-18,1,-7,-12
COc1cc(OC)cc(OC(=O)c2ccc3c(=O)n4c(nc3c2)CCC4)c1,0.0,0.2,-9,-0.6,.,0,0,-19,-26
CS(=O)(=O)c1ncc(Cl)c(C(=O)Nc2ccc(N3CCOCC3)cc2)n1,-0.3,0.3,3,-0.3,1,13,4,16,.
COc1ccccc1CN1CCCC(N2CCN(c3ccccc3OC)CC2)C1 (stereo not drawn),-0.1,.,.,.,-14,4,-14,.,-34
COc1ccc(C(=O)[C@@H]2CC[C@](C)(C(=O)O)C2(C)C)cc1,0.1,0.4,5,1.5,.,-8,20,-5,-5
C/C=C/c1ccc2c(c1)O[C@H](CN(C)C(=O)NC1CCCC1)[C@H](C)CN([C@H](C)CO)S2(=O)=O,0.2,.,.,.,.,1,7,.,-7
Cc1c(C(=O)Oc2cccc3cccnc23)cccc1[N+](=O)[O-],-0.1,-0.1,-13,-0.4,-19,-10,5,-1,8
O=C1CCCN1CCCNCCCn1cnc2c(OCc3ccccc3)ncnc21,0.8,.,.,.,.,-13,21,.,-3
CCN(CC(=O)NCc1ccc(Cl)cc1)C(=O)c1cnc(Cl)c(Cl)c1,1.3,1.6,-6,0.7,7,-13,14,-12,0
Cc1cc2[nH]c(=O)c(=O)[nH]c2cc1S(=O)(=O)NC1CCCCC1C (stereo not drawn),0.1,1.5,-4,0.1,1,1,12,-12,.
CCOC(=O)c1cc2c(=O)n3cccc(C)c3nc2n(CCOC)c1=NC(C)=O,0.3,-0.1,-4,-1.1,-8,5,-10,-22,6
CCCCC(=O)Nc1sc2c(c1C(=O)OCC)CCC(C=O)=C2Cl,-0.1,0.7,-4,-0.6,9,-16,17,-3,.
Cc1ccc(S(=O)(=O)/N=C(/Nc2c(C)n(C)n(-c3ccccc3)c2=O)c2ccccc2)cc1,-0.3,0.2,0,-0.9,1,2,-7,-7,-3
Cc1cccc(C)c1OCc1cc(C(=O)N2CCN(C3CCCC3)CC2)no1,3.9,3.2,-6,0.2,-9,-6,-1,-3,-19
CCOc1ccc(CN2CCNC(=O)C2CC(=O)NCc2csc(C(C)C)n2)cc1 (stereo not drawn),-0.8,.,.,.,3,12,-23,.,8
CCCCCCOc1ccc(N2C(=O)CC(NCCc3ccc(S(N)(=O)=O)cc3)C2=O)cc1 (stereo not drawn),0.1,1.0,-3,-0.4,0,-1,4,1,15
CNC(=O)CN1C(=O)NC2(CCc3ccccc3C2)C1=O (stereo not drawn),-0.2,-0.2,-10,0.5,-6,-4,1,-4,0
COc1ccc(CC(=O)N/N=C/c2ccc(Cl)s2)cc1OC,2.5,7.8,-9,6.0,7,-4,9,-12,8

# Next structures
SMILES,M1 ag parental,V1R ag counter,OXTR potentiator,OXTR ag,GPR7 antagonist,CHO-K1 Ca antag,M1 PAM parental,CHO parental Ca,TAAR1 antag
N/C(=N\OC(=O)Cc1ccccc1)c1ccncc1,0.4,0.9,-1,0.7,-2,1,-9,14,2
COc1ccc(-c2ccc(C3C(C#N)=C(N)Oc4n[nH]c(C)c43)o2)cc1 (stereo not drawn),4.8,24*,-10,5.2,1,-5,10,22,39
Nc1nc2n(n1)C(c1ccco1)CC(c1ccccc1)N2 (stereo not drawn),0.0,0.4,-3,0.9,-18,2,5,3,3
O=C(NCCc1cccc(C(F)(F)F)c1)C1CCC(=O)N(CCc2cccc(F)c2)C1 (stereo not drawn),2.2,5.1,-8,11,8,1,-7,-20,-14
COc1ccc2[nH]c3c(N4CCC(O)(c5cccc(C(F)(F)F)c5)CC4)ncnc3c2c1,1.4,2.0,-16,0.1,-1,11,2,-6,51*
O=c1n(-c2ccccc2)c(=O)n2n1CC(O)C2,1.1,0.4,-2,0.7,1,-12,10,-6,-8
CCOc1ccc2nc(SCC(=O)c3ccccc3)sc2c1,0.3,0.9,-2,-0.4,1,5,4,-13,4
Cc1ccc(C(C)C)cc1S(=O)(=O)NCc1ccccn1,2.2,-0.2,0,-0.5,-20,-12,19,-12,4
COc1ccc(CNC(=O)N2CCN(c3cccc(C)c3C)CC2)cc1OC,1.8,3.4,-11,4.5,-19,-10,2,-24,-22
Cc1ccc(CNC(=O)CCC(=O)N2CC(C)Oc3ccc(Cl)cc32)cc1 (stereo not drawn),0.8,-1.8,-3,-1.8,4,-7,8,-21,14
COc1ccc(C(=O)NC(C(=O)N2CCc3ccccc32)C(C)C)cc1 (stereo not drawn),-0.2,14,-4,-1.0,0,-7,22,-22,2
Cc1ccc(NC(=O)CN2CCOCC2)cc1C,0.9,-0.3,-4,-0.7,-16,-14,23,-7,0
COc1ccc(C(=O)N/N=C\c2coc3ccc(Cl)cc3c2=O)cc1,2.8,1.7,-4,1.6,11,1,-8,-11,17
O=C(CS(=O)(=O)Cc1ccccc1)Nc1nc2c(s1)CCCC2,0.8,4.3,-13,6.6,-11,-1,9,-13,-1
CCCC(=O)Nc1ccc2nn(-c3ccc(OC)cc3)nc2c1,3.9,0.9,-2,1.0,4,-6,7,-9,-12
CCNC(=S)NCc1ccc(Cl)cc1,1.9,1.3,-8,0.3,-5,-2,15,-4,4
COc1ccc(N(CC(=O)Nc2cc(Cl)ccc2OC)C2=NC3CS(=O)(=O)CC3S2)cc1 (stereo not drawn),0.5,1.0,-5,-0.5,1,-3,3,-6,-15
CN(C)CCCN=Cc1c(O)n(Cc2ccccc2)c(=O)c2ccccc12,0.8,0.3,-13,1.5,-5,2,8,-20,-1
CC(OC(=O)C1CCN(c2ccc(C(F)(F)F)cn2)CC1)C(=O)c1ccccc1 (stereo not drawn),-0.4,1.6,-13,0.8,.,-6,4,-35,7
O=[N+]([O-])c1ccc(/C=C/C2=NN(c3ccccc3)C(c3ccco3)C2)cc1 (stereo not drawn),20*,27*,-11,34*,12,33*,-14,69*,75*
CCCS(=O)(=O)NC(=O)C1(C)CCCN(C(=O)Cc2ccc3ccccc3c2)C1 (stereo not drawn),-0.1,.,.,.,.,6,-10,.,-19
CCOC(=O)C1C(c2ccc(O)cc2)NC(=O)NC1(O)C(F)(F)F (stereo not drawn),-0.4,0.5,-14,0.1,-9,-2,5,-5,-14
Cc1ccccc1CS(=O)(=O)CCC(=O)NCc1ccc(F)cc1Cl,3.2,4.1,-3,2.9,-15,-14,24,-17,9
C#CCOCCOCCOCCNc1nc(N2CCOCC2)nc(N2CCN(C(=O)[C@H](Cc3ccc(O)cc3)n3cc(CCO)nn3)CC2)n1,0.4,.,.,.,.,-10,9,.,14
O=C1/C(=C/c2cccnc2)CCC/C1=C\c1cccnc1,.,0.1,-3,-0.3,-5,.,.,-8,3

# Nothing new here: entries from further up.
SMILES,M1 ag parental,V1R ag counter,OXTR potentiator,OXTR ag,GPR7 antagonist,CHO-K1 Ca antag,M1 PAM parental,CHO parental Ca,TAAR1 antag
C#CCOCCOCCOCCNc1nc(N2CCOCC2)nc(N2CCN(C(=O)[C@H](Cc3ccc(O)cc3)n3cc(CCO)nn3)CC2)n1,0.4,.,.,.,.,-10,9,.,14
O=C1/C(=C/c2cccnc2)CCC/C1=C\c1cccnc1,.,0.1,-3,-0.3,-5,.,.,-8,3

# Only TAAR1 antag (4 entries from above):
mol,TAAR1 antag
Cc1ccc(NC(=O)CN2CCOCC2)cc1C,0
COc1ccc(C(=O)N/N=C\c2coc3ccc(Cl)cc3c2=O)cc1,17
O=C(CS(=O)(=O)Cc1ccccc1)Nc1nc2c(s1)CCCC2,-1
CCCC(=O)Nc1ccc2nn(-c3ccc(OC)cc3)nc2c1,-12

# Later entries.
SMILES,M1 ag parental,V1R ag counter,OXTR potentiator,OXTR ag,GPR7 antagonist,CHO-K1 Ca antag,M1 PAM parental,CHO parental Ca,TAAR1 antag
CCN1C(=O)N[C@@H](c2cccc(C(F)(F)F)c2)[C@@H](C(=O)OC)[C@H]1C,-0.3,-0.1,-8,-0.8,.,-2,-2,-10,10
CC(C)N(Cc1nccn1C)C(=O)CC1C(=O)NCCN1Cc1ccc(F)c(F)c1 (stereo not drawn),1.7,1.1,1,0.7,-3,-4,0,-11,-17
Cc1ccc(C2C(C#N)=C(N)Oc3n[nH]c(-c4ccccc4)c32)o1 (stereo not drawn),0.0,0.1,-7,-0.9,-10,-10,8,-9,-8
COc1ccccc1/C=C/C=N/NC(=O)CC1C(=O)NN=C1C (stereo not drawn),0.6,1.5,-10,1.1,9,-6,6,-1,-9
Cc1ccc(-n2c(C)cc(/C=N/NC(=O)CC3(C)OCCO3)c2C)cc1,0.1,0.7,-6,0.8,4,-2,3,-10,4
O=C(NCCc1ccccc1)c1c(O)c2cccc3c2n(c1=O)CC3,0.1,0.6,-12,0.0,-10,-4,8,-10,-6
CCCCCC1CC(CC(=O)Nc2nncs2)C(=O)O1 (stereo not drawn),-0.5,-1.1,-4,-1.8,-19,-8,10,0,0
Cc1ccc(S(=O)(=O)/N=C2/NC(=O)/C(=C/c3ccc(Br)o3)S2)cc1,1.3,2.7,-4,-1.3,-4,-5,11,-12,-15
CC(=O)Nc1cccc(CCc2nc3ccccc3[nH]2)c1,2.8,0.8,-11,0.6,-3,-4,16,-4,2
Cc1cc(S(=O)(=O)N2CCCCC2CCNC(=O)C(=O)NCCN2CCOCC2)ccc1F (stereo not drawn),0.1,.,.,.,.,-1,11,.,0
Cc1ccc(-c2cc(C(=O)Nc3ccccc3C)c3ccccc3n2)o1,1.9,-0.5,-10,-1.8,-3,-9,12,-19,18
CCN(CC)S(=O)(=O)c1cccc(C(=O)OCC(=O)c2ccc3c(c2)OCCO3)c1,4.2,6.8,-8,6.9,-10,-1,0,20,-8

# High-throughput results (PubChem BioAssay)

# Rows are unselected; overall some 3.5% were active at least once.
